P. falciparum M17LAP = P. falciparum M17LAP inhibitors, primary screen, biochemical, fluorogenic H-Leu-NHMec substrate, 1536-well (AID 1619). Leucine aminopeptidase (Plasmodium falciparum (isolate 3D7)). recombinant M17LAP, H-Leu-NHMec fluorogenic kinetic assay; higher % means a stronger effect. inhibition, % at 30 µM, or IC50 in µM where a hit was titrated. 220,000 compounds, 0.38% hits;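 active = compound inhibiting the enzyme by more than half at any dose during confirmatory dose-response retesting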;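 note: plate controls were full reaction with DMSO carrier for no effect and no enzyme background for full effect; strong numbers were not always called active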
Yfh1-depleted yeast = enhancers of respiration in Yfh1-depleted yeast, dose response, Friedreich's ataxia, plus single-dose screen (AID 1465) | S. cerevisiae Yfh1-off respiration, WST-1 reduction, 72 h; higher fold induction means a stronger effect | fold induction at 50 µM; hits with a dose series show EC50 in µM | 220,000 compounds, 0.074% hits;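 active = fold induction of absorbance versus untreated yeast above a set limit, then at least 30% activation at any dose in follow-up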;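 note: activators that raise dye reduction in frataxin-depleted yeast; strong numbers were not always called active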
NOD1 inhibition = NOD1 signaling inhibitors, primary screen, cell-based, luminescence, uHTS (AID 1578); NOD1-driven NF-kB luciferase reporter cells, luminescence; higher % means a stronger effect; one-dose inhibition, % at 4 µM; EC50 in µM for titrated hits; 290,000 compounds, 1% hits; in the data active = inhibition mostly above about 36%, no sharp cut-off; inactive = mostly below about 34%;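 note: HEK-293T reporter cells stimulated with the NOD1 agonist gamma-tri-DAP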
Dynein transport = inhibitors of GR-EGFP nuclear translocation, primary screen, dynein cargo transport inhibitor project, imaging, high-content, 3617.4 mouse cells; test concentration mostly 20 µM; stimulated with dexamethasone, 1 µM; hits give low values; z-score, hits read low; 220,000 compounds, 0.47% hits; AID 1381, 2008;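 active = plate z-score of nuclear minus cytoplasmic receptor signal below a set negative limit, without overly bright fluorescence or cell loss, cut at about -3.5 in these data, passing the limit was not always enough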;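 note: z-score of nuclear minus cytoplasmic ring GR-EGFP intensity difference per well; some compounds called inactive have numbers as strong as hits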
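Schedule: 48 h induction, then 1 h compound, then 30 min agonist, 37 °C. Buffer or medium: tetracycline-free induction medium containing charcoal-stripped FBS. Reagent: 1.0 µM final dexamethasone stimulus. Evaluation: nuclear versus cytoplasmic GR-EGFP signal, averaged per well. Signal: high-content fluorescence imaging after fixation.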
bCat nuc transl = modulators of beta-catenin nuclear translocation, primary screen, imaging, HeLa cells, immunofluorescence, high-content; 190,000 compounds, 0.3% hits; AID 1665, 2009; nuclear translocation activity, % at 5 µM;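 active = nuclear translocation activity above 50% at 5 µM, with a well cell count of 50 or more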;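 note: per-cell ratio of nuclear to cytoplasmic median beta-catenin stain intensity; plate controls were DMSO negative control for no effect and GSK-3 inhibitor IX positive control for full effect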
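Technique: fluorescence imaging of beta-catenin antibody stain plus DAPI / Material: human HeLa cell line / Incubation: compound treatment 24 h, 37°C, 5% CO2 / Read-out basis: % activation of per-cell nuclear versus cytoplasmic median beta-catenin signal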
MT stabilizer = microtubule stabilizers in HeLa cells, primary screen, imaging, high-content imaging; AID 2205, 2009; % tubulin-high responders, % at 10 µM; 200,000 compounds, 0.83% hits; HeLa tubulin immunostaining HCS, 24 h; share of cells brighter than vehicle mean+2SD;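 active = plate Z-score above 3 for both tubulin-high and condensed-nucleus cell shares, with cell loss under 80%, at 10 µM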;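 note: anti alpha tubulin signal scored within the nucleus-defined area of each cell; some results filed as inactive read as strong as hits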
NOD2 inhibition = NOD2 signaling inhibitors, cell-based, luminescence, uHTS, HEK293 (AID 1566). HEK293 NOD2/NF-kB luciferase reporter, luminescence; higher % means a stronger effect. inhibition, % at 4 µM; hits with a dose series show EC50 in µM. 290,000 compounds, 0.63% hits; in the data active = inhibition above about 50%; note: many of its hits are not listed in these tables
Ins promoter up = insulin promoter activators in MIN6 cells, imaging, high-content screening, mouse beta cells | z-score at 5 µM | AID 1625, 2009 | 190,000 compounds, 0.3% hits | MIN6 insulin promoter-GFP reporter; hits give high values;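 active = z-score above 3 at 5 µM with at least 500 cells counted in the well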
Autophagy mod = autophagy modulators in MEF cells, primary screen, imaging, high-content, MEF GFP-LC3. MEF GFP-LC3 puncta imaging; test concentration mostly 10 µM. calls only at 10 µM (by protocol). 190,000 compounds, 0.98% hits. AID 463193, 2010;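 active = percentage of spot-positive cells more than 3 SD above its plate mean, without a fluorescence outlier flag or 80% toxicity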;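 note: spot-positive cell cutoff set from DMSO-treated cells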
Dynein transport cytoplasmic EGFP = further read-out of Dynein transport, marked with its call; z-score; measured here: cytoplasmic GR-EGFP intensity; hits give high values
Dynein transport nuclear GR-EGFP = recorded beside Dynein transport, whose call it bears; z-score; measured here: nuclear GR-EGFP intensity;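 lower value marks the stronger effect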
Dynein transport cell count = recorded beside Dynein transport, whose call it bears; z-score; measured here: cell count per field
Ins promoter up cell count = further read-out of Ins promoter up, marked with its call; cell count; measured here: cytotoxicity, nuclei count;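 total cells summed across four imaged fields per well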
bCat nuc transl cell count 5 µM = recorded beside bCat nuc transl, whose call it bears; cell count; measured here: cell count, cytotoxicity flag
MT stabilizer Hoechst-high % = recorded beside MT stabilizer, whose call it bears; % Hoechst-high responders; measured here: nuclear condensation Hoechst responders;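 share of cells brighter than vehicle mean plus two SD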
MT stabilizer cytotoxicity % = also measured in MT stabilizer; calls as there; toxicity, %; measured here: cytotoxicity by cell density;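 0% = mean cell density of plate MIN control wells and 100% = no cells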
Autophagy mod cell loss 18 h = recorded beside Autophagy mod, whose call it bears; toxicity, %; measured here: cell loss, nuclei count;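 cell loss after 18 h compound exposure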
* hit, by the source's call; i = inactive; nt = not tested or not shown. A portion of the library, so the mix of outcomes need not match the whole.

SMILES	P. falciparum M17LAP	Yfh1-depleted yeast	NOD1 inhibition	Dynein transport	Dynein transport cytoplasmic EGFP	Dynein transport nuclear GR-EGFP	Dynein transport cell count	bCat nuc transl	bCat nuc transl cell count 5 µM	MT stabilizer	MT stabilizer Hoechst-high %	MT stabilizer cytotoxicity %	NOD2 inhibition	Ins promoter up	Ins promoter up cell count	Autophagy mod	Autophagy mod cell loss 18 h
COc1ccc(-c2nc(SC(CC(=O)NCc3ccccc3)c3ccc(OC)c(OC)c3)n[nH]2)cc1 (stereo not given)	1.1%	i	-24.9%	-0.479	-0.267	-0.212	1.59	-0.5	1029	1.6	2.3	5.2	-34.0%	-0.29	1403	i	21.3
CC12CCC(C(N)=O)(c3nc4ccccc4nc31)C2(C)C (stereo not given)	2.8%	i	-26.8%	-0.547	-0.216	-0.0129	0.729	-0.2	1044	2.2	1.5	6.2	-3.1%	0.49	1200	i	2.8
Cc1ccc(N(CC(=O)NC2CCCCC2)C(=O)c2ccc(C)s2)cc1	-2.3%	i	14.9%	0.132	-0.154	0.626	0.502	-1.0	1392	3.2	1.8	5.6	2.1%	-0.25	1435	i	-21.8
Nc1nonc1-n1nncc1-c1ccccc1	7.8%	i	nt	0.126	-0.321	0.014	0.435	0.3	1333	3.7	1.6	1.1	8.2%	-0.25	1261	i	19.7
COC(=O)c1ccc(NC(=O)c2sc3nc(-c4ccccc4)cn3c2C)cc1	4.1%	nt	-48.4%	-0.619	-0.126	-0.117	0.637	-0.1	1422	3.1	1.8	7.5	25.9%	-0.93	872	i	-4.6
CC1(C)CC2(CCO1)OC(=O)CC2C(=O)NCc1ccccc1 (stereo not given)	-0.5%	i	-18.5%	0.248	0.158	0.535	-0.294	-1.8	851	3.5	1.8	12.3	-17.6%	0.83	1637	i	45.3
O=C(Nc1cnn(Cc2ccc(Cl)cc2Cl)c1)c1noc2c1CCCC2	-1.9%	i	-12.3%	0.166	-0.195	0.327	0.162	-0.2	987	2.5	1.7	13.3	-26.8%	-1.99	669	i	-17.6
N#C/C(=C/c1ccc(CNS(=O)(=O)c2ccccc2)o1)C(N)=O	47.0%	i	7.8%	-0.0697	-0.248	0.181	-0.00108	0.5	1019	1.2	1.2	5.1	10.8%	-0.48	1482	i	5.3
O=[N+]([O-])c1cc(C(F)(F)F)ccc1NCCc1c[nH]c2ccc(O)cc12	1.8%	i	1.2%	-0.0435	-0.202	-0.181	-0.236	-4.0	1126	2.8	1.3	4.2	18.0%	0.46	1943	i	-26.9
Cc1ccccc1-n1nc(CSc2nc3ccccc3[nH]2)c(-c2ccccc2)c1N	1.3%	i	-25.3%	-0.0745	-0.186	-0.256	-0.624	0.7	1039	4.1	3.3	9.0	-5.0%	-0.7	1446	i	-1.3
CCOP(=O)(OCC)C(NC(=O)Nc1c(C)cc(C)cc1C)c1ccccc1 (stereo not given)	10.3%	i	33.8%	-0.952	-0.203	-0.399	0.221	-0.8	1078	1.8	2.6	4.1	-17.6%	1.08	1152	i	17.6
COC(=O)C1=C(C)NC(=O)/C1=C\c1cc(C)n(-c2ccccc2F)c1C	0.6%	i	-49.4%	0.904	-0.255	0.894	-0.447	-4.4	1068	4.3	0.8	12.6	-1.7%	-0.01	1565	i	26.4
CCOc1cc(S(=O)(=O)N(CC)CC)ccc1Cl	-1.0%	i	-12.3%	1.82	-0.112	1.33	-1.09	6.6	874	2.9	2.5	12.2	20.6%	-1.06	1535	i	9.6
c1cncc(-c2noc(-c3cccc4ccccc34)n2)c1	16.8%	i	-27.3%	-0.348	-0.254	0.0165	0.175	2.3	944	1.0	1.3	8.9	-40.7%	0.85	804	i	0.7
COc1ccc(C2OC(=O)C(C)(C)C(=O)C2(C)C)cc1OC (stereo not given)	-0.2%	i	5.4%	-0.974	-0.242	-0.337	0.551	-0.9	1349	nt	nt	nt	23.5%	-0.25	1140	nt	nt
Cc1cc(C)nc(N2CCCC(C(=O)NCCc3cccc(F)c3)C2)n1 (stereo not given)	-15.2%	i	3.3%	0.105	-0.275	0.331	0.387	-4.6	1198	7.0	2.6	1.4	15.7%	1.44	1239	i	3.6
Nn1cnc2scc(-c3cccs3)c2c1=O	20.9%	i	-45.4%	0.254	-0.156	0.186	-1.17	-4.8	1086	1.6	1.9	11.4	13.3%	0.19	1276	i	1.4
COc1ccc(CNC(=O)OCCN2CCN(Cc3ccccc3)CCC2=O)cc1	0.9%	i	6.8%	-0.258	-0.324	0.165	0.671	nt	nt	2.7	3.3	7.2	-0.2%	nt	nt	i	-15.5
CCOC(=O)C1CCCN(CC(=O)c2c[nH]c3ccc(C)cc23)C1 (stereo not given)	3.0%	i	0.6%	1.1	0.0277	0.414	-0.948	0.2	1308	nt	nt	nt	-8.4%	0.81	1323	nt	nt
COc1ccc(C(=O)NCCc2nnc(SCC(=O)Nc3ccccc3C(C)C)n2C)cc1	11.3%	i	-29.3%	2.48	0.0913	1.05	-2.02	-2.2	1126	1.6	2.6	5.1	-4.9%	-0.01	906	i	-1.4
COC(=O)CCc1sc(Nc2ccc(Br)cc2)nc1-c1ccc(OC)cc1	14.1%	i	-2.3%	0.395	-0.23	0.266	0.746	5.6	996	3.2	2.7	7.2	20.1%	-0.43	1320	i	21.6
Cc1ccc(NCc2nnc(SCC(=O)Nc3ccccc3)n2CC2CCCO2)c(C)c1 (stereo not given)	13.5%	i	-38.1%	2.16	-0.0894	2.4	-2.16	-1.4	1155	2.8	1.8	7.7	-9.0%	0.36	1112	i	3.1
CC(=O)c1ccc(NC(=O)C(C)OC(=O)c2ccc(NS(=O)(=O)c3ccc(F)c(F)c3)cc2)cc1 (stereo not given)	3.0%	i	-41.2%	-0.709	-0.138	-0.294	0.305	0.6	1015	3.0	3.3	9.0	4.0%	0.17	1232	i	7.6
CCCCCCCCC(=O)Nc1cc(C)ccc1OC	6.7%	i	-10.7%	-0.0165	-0.118	0.339	0.178	-0.8	1237	3.6	1.8	7.0	-2.3%	-0.26	829	i	-2.7
O=C(Nc1ccc(N2CCOCC2)cc1)c1ccc([N+](=O)[O-])cc1	10.5%	i	-39.6%	0.46	-0.198	0.231	-0.875	0.7	1094	3.7	3.3	3.6	9.1%	0.09	991	i	-18.7
Cc1ccc2oc(-c3ccco3)nc2c1	-4.8%	i	-43.5%	-0.0719	-0.273	0.441	-0.249	-3.1	1088	5.0	1.7	9.0	-20.8%	0.67	1169	i	7.6
O=C(NC1CCSC1)c1cccc(Cl)c1 (stereo not given)	5.8%	i	8.3%	2.69	-0.212	1.18	-0.957	0.3	1305	nt	nt	nt	-2.2%	1.25	1067	nt	nt
O=[N+]([O-])c1ccc(/C=C2\CCC(C3=CCCC3)=C2N2CCOCC2)cc1	16.3%	i	-19.2%	-0.000395	0.67	0.392	-0.307	-0.9	1049	1.6	2.7	11.4	-16.3%	0.19	1427	i	8.2
O=C(CCCn1c(=O)c2ccccc2n(CC(=O)N2CCN(c3ccccc3)CC2)c1=O)NCc1ccco1	-4.7%	i	-8.9%	-0.0865	-0.271	-0.397	-0.0687	-0.4	1121	5.1	2.5	8.9	9.9%	0.05	1416	i	-5.3
O=c1c([N+](=O)[O-])cccn1Cc1ccccc1Cl	13.2%	i	4.8%	0.381	-0.283	-0.0544	0.242	0.4	1088	0.7	1.3	8.3	10.4%	-1.38	1201	i	-2.2
CCOc1ccc(N(CC(=O)NC2CCCCC2)S(=O)(=O)c2c(C)noc2C)cc1	4.8%	i	-14.2%	0.669	-0.125	0.577	-0.634	-3.9	1278	5.0	2.0	4.2	5.6%	0.22	1349	nt	nt
C=CCOc1ccc(C2=NO[C@@H]3[C@@H]4C[C@@H]([C@H]5C(=O)N(C)C(=O)[C@@H]45)[C@H]23)cc1	-11.6%	i	-3.1%	-0.59	-0.208	0.038	0.605	-0.8	1314	nt	nt	nt	30.5%	nt	nt	nt	nt
O=C(C1Cc2ccccc2O1)N1CCCCC1 (stereo not given)	10.8%	i	-4.4%	-0.931	-0.12	-0.486	0.805	-9.1	1003	1.8	5.5	8.0	3.7%	0.33	1302	i	-0.8
Cc1cc(N2CC34C=CC(O3)C(C(=O)O)C4C2=O)no1 (stereo not given)	-10.1%	i	8.4%	1.02	-0.333	0.198	-0.226	-5.5	1008	5.5	1.0	3.5	5.9%	0.31	866	i	-37.9
COc1ccc(CN2CCN(Cc3ccccc3)C(CCO)C2)cc1OC (stereo not given)	1.3%	i	-39.6%	-0.747	-0.333	-0.478	0.495	0.0	1087	2.3	2.7	6.3	-22.7%	0.41	1513	i	-4.0

Three of the entries above in order of the Dynein transport value, descending.
Compound,Dynein transport
COC(=O)CCc1sc(Nc2ccc(Br)cc2)nc1-c1ccc(OC)cc1,0.395
O=c1c([N+](=O)[O-])cccn1Cc1ccccc1Cl,0.381
Cc1ccc2oc(-c3ccco3)nc2c1,-0.0719

Bioassay records as filed in PubChem.
